Mtb BioA inh – BioA (M. tuberculosis) enzyme inhibition; inhibition, % at 9.99 µM; purified M. tuberculosis BioA enzyme, plate reader; 360,000 compounds, 0.096% hits; AID 602481; in the data active means inhibition above about 40%
Mtb FBA inh – inhibitors of M. tuberculosis fructose-bisphosphate aldolase | 360,000 compounds, 2.3% hits | AID 588726 | inhibition, % at 1 µM | purified M. tuberculosis FBA, fluorescence read-out; in the data active means inhibition above about 27%;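 further: 0% = vehicle and 100% = reference inhibitor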
Target sequence (P9WQA3 whole entry, looked up): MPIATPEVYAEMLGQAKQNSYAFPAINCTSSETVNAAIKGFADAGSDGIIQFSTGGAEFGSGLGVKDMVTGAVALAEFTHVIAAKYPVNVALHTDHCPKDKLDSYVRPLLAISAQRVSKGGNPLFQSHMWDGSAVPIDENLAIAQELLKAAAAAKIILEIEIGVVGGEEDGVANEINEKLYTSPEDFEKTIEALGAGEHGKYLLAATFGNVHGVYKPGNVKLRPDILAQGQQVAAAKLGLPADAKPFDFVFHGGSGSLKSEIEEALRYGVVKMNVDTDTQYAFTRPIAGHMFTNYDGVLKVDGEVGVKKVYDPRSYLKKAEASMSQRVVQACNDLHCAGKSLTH
GDH-TPI counter – GDH-TPI coupled enzyme inhibition counter-screen; GDH-TPI coupled enzyme counterscreen, NADH absorbance; inhibition, % at 4.8 µM; 360,000 compounds, 1.2% hits; in the data active means inhibition above about 30%;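 further: 0% = DMSO wells and 100% = wells lacking the enzyme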
UGM FP inh – Mtb UDP-galactopyranose mutase inhibition. P9WIQ1. purified UGM, fluorescence polarization probe displacement. inhibition, % at 10 µM. 320,000 compounds, 0.06% hits; in the data active means inhibition above about 10%, passing the limit was not always enough
Target sequence (P9WIQ1 whole entry, looked up): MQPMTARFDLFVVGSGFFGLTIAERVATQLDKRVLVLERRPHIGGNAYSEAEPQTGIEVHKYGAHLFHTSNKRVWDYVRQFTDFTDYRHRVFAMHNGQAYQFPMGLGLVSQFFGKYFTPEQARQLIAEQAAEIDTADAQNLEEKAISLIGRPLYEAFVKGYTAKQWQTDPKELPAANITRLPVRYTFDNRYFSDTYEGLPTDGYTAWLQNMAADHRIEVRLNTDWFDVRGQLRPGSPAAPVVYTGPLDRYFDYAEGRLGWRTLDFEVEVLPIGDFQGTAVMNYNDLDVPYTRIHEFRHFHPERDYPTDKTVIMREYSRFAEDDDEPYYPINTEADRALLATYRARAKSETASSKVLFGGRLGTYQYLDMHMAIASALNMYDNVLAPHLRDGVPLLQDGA
Vc quorum ag – induces V. cholerae light production without autoinducers | 350,000 compounds, 0.16% hits | activation, % at 18.7 µM | V. cholerae BH1578 lux reporter, luminescence, 6 h; in the data active means activation mostly above about 9.7%, no sharp cut-off; further: not every result past the cut was called active; inactives centre near 0; reference of the scale not given here
TcdB inh – TcdB glycohydrolase inhibition. 350,000 compounds, 0.24% hits. inhibition, % at 9.99 µM. AID 652162. TcdB glycohydrolase enzymatic assay, plate reader. P18177; in the data active means inhibition above about 10%
PfHsp40 rescue – rescue of PfHsp40-mediated yeast toxicity; AID 504582; growth rescue, % at 12.5 µM; S. cerevisiae expressing PfHsp40, growth rescue, ATP luminescence; 340,000 compounds, 0.68% hits; in the data active means growth rescue above about 28%, passing the limit was not always enough;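 further: yeast W303a lacking pdr1 and pdr3 grown in galactose medium; growth measured after three days at 30 °C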
Yp Topo-I inh – inhibitors of Yersinia pestis topoisomerase I; 360,000 compounds, 0.064% hits; activity, % at 10 µM; AID 504884; Y. pestis Topo-I cleavage product accumulation, plate reader; in the data active means activity above about 50%, passing the limit was not always enough; further: inactives centre near 2
FadD28 binding – blocks FadD28 binding to the bisubstrate probe. fluorescence polarization. inhibition, % at 12.5 µM. 360,000 compounds, 0.22% hits; in the data active means inhibition above about 8.5%, passing the limit was not always enough
Starred values were filed as active, the others as inactive; i = inactive; · = not tested or not shown; & = joins results of further samples. Outcome played no part in choosing rows; 4.6% or so of the library scored in one or more.

SMILES	Mtb BioA inh	Mtb FBA inh	GDH-TPI counter	UGM FP inh	Vc quorum ag	TcdB inh	PfHsp40 rescue	Yp Topo-I inh	FadD28 binding
Nc1ccc2oc(-c3ccccc3Cl)nc2c1	-2.4	4	22	·	-0.2	1.8	1.0	-5	-1.5
Cc1ccc(C2(c3noc(CN(C)Cc4ccccn4)n3)CCCC2)cc1	0.3	0	3	1.0	-0.6	-4.0	-1.0	28	-1.6
CCc1c(N)nc(N)nc1Nc1ccc(C)c(C)c1	-0.3	1	0	·	1.7	1.0	0.5	-3	-2.9
CN(Cc1nc2ccccc2c(=O)[nH]1)C(=O)COc1ccccc1Cc1ccccc1	6.2	3	-14	-2.0	-2.0	4.0	0.5	24	-9.8
C[C@H](CO)N1C[C@H](C)[C@@H](CN(C)C(=O)Nc2ccc3c(c2)OCO3)Oc2ccc(NS(=O)(=O)c3ccc(F)cc3)cc2C1=O	-1.2&-1.5	1	3	·	-0.7	-3.2&1.2	-0.8	1	-1.4
O=C(Nc1ccc2c(c1)OCO2)c1ccc2c(c1)OCO2	·	6	4	1.2	-0.3	·	-1.5	-2	1.0
CC(C)[C@@H](C(=O)N1CCCC1)N1C(=O)N2CCc3c([nH]c4ccccc34)[C@@]2(C)C1=O	0.2	0	-4	0.2	-0.5	1.7	-1.3	17	-3.2
c1ccc(-c2nc3ccccc3s2)nc1	-0.9&-1.7	4&3	1&21	0.6&-1.3	i	0.3	-1.3&-1.0	-9&9	-0.8
COc1cc(C(=O)NCC2CCCCC2)cc(OC)c1OC	-0.5	-9	-11	0.0	-5.6	1.2	2.1	-6	-3.1
Cc1cccnc1C(c1ccc(F)cc1)N(C)C(=O)C1CCN(CCOc2ccc(Cl)cc2Cl)CC1 (stereo unspecified)	-0.8	0	-5	·	-0.2	-0.5	·	11	-3.8
CC(=O)c1ccc(OC2(C)CCN(Cc3csc4ccccc34)C2)cc1 (stereo unspecified)	1.5	-1	4	·	-0.5	-0.8	·	24	-3.1
CCC(C)Sc1nnc(NC(=O)C2CCN(C(=O)c3ccco3)CC2)s1 (stereo unspecified)	·	4	1	1.3	-0.3	1.4	-0.9	18	·
O=c1c2ccccc2[nH]c(=S)n1CCN1CCCC1	-0.1	-2	4	-0.8	0.0	0.4	0.8	2	-1.1
C=CCSC1=Nc2sccc2C2=NC(=O)CN12	1.3	0	10	1.1	-2.2	·	0.8	-3	-4.8
O=C(N[C@@H](c1ccccc1)[C@@H]1C[C@H]1C(=O)NCc1ccccn1)OCc1ccccc1	-1.1	-1	-1	2.7	-0.5	0.1	-0.3	17	0.1
O=C1NC2(CCCC2)C(=O)N1CCS(=O)(=O)Oc1ccccc1	·	-4	3	-1.5	-0.3	0.1	0.5	12	-1.8
Cc1nn(CC(=O)N2N=C(C(F)F)CC2(O)C(F)F)c(C)c1[N+](=O)[O-] (stereo unspecified)	·	-1	5	2.2	-0.2	0.4	-0.7	-1	-1.7
C/C=C\C(=O)Nc1cccc(C2=NOC3(C2)C[C@@H](C(N)=O)N(C(=O)CCCCC)C3)c1 (stereo partly specified)	-0.4	1	0	-1.1	-0.3	0.0	2.1	7	0.1
O=C(O)c1cnc(-c2ccccc2)nc1Sc1ccc(Cl)cc1	0.5	-1	12	1.6	-0.3	·	-0.5	4	-0.7
COc1ccc(C(=O)Nc2cc(OC)c(Cl)cc2Cl)cc1	·	0	-6	-0.3	-0.5	-0.7	-0.9	-2	0.4
Cc1nnc(SCc2cc(=O)oc3cc(O)ccc23)n1Cc1ccccc1	7.6	0	4	2.4	-2.7	·	-0.1	-3	-5.4
COC(=O)c1c(NC(=O)CN2CCC(C(N)=O)CC2)c2c(C)cccc2n1C	-0.4	10	14	-1.1	i	·	-1.7	-6	-1.6
COc1ccc(C(C(=O)NCC2CCCO2)N(C(=O)CNC(=O)c2cccs2)c2ccccc2)cc1OC (stereo unspecified)	0.9	-1	-5	0.9	-0.4	0.4	-0.5	6	-0.4
O=C(Cc1ccccc1F)Nc1cccc(S(=O)(=O)N2CCCCC2)c1	-0.3	-3	1	·	i	1.9	·	9	-3.1
COc1ccc(CN(C)CCc2ccccn2)cc1OC	-1.1&-2.0	2	-11	0.5	4.2&-0.2	·	2.5	-5	0.2
CC(C)(C)C(=O)N1N=C(c2cccc(NS(C)(=O)=O)c2)CC1c1cccs1 (stereo unspecified)	·	-2	9	-1.3	-0.3	-3.4	0.3	-2	-4.2
O=C(COC(=O)c1cc(-c2ccccn2)nc2ccccc12)Nc1ncc(C(F)(F)F)cc1Cl	-0.1	0	-5	-0.4	-0.4	0.9	0.6	3	-0.4
CNc1cc([N+](=O)[O-])ccc1N/C=C/C(=O)c1ccc2c(c1)OCO2	·	-5	1	0.4	-0.2	·	-0.5	-8	-3.9
O=C(c1ccccc1)c1c[nH]c2ccccc12	-2.3	1	10	-4.6	i	-1.2	-1.6	-2	0.1
COc1ccc(OC)c(C2CC(=O)C3=C(C2)NC(=O)CC3c2ccc(O)c(OC)c2)c1 (stereo unspecified)	2.9	4	-1	-0.3	i	·	-0.4	4	0.0
COc1ccccc1N(CC(=O)NCCSCc1ccccc1)S(=O)(=O)c1ccccc1	0.1	-5	-1	·	i	-0.1	·	38	-4.4
COc1ccc(C(=O)NC(Nc2ccc(C)cc2)C(Cl)(Cl)Cl)cc1 (stereo unspecified)	-2.8	1	-6	-1.0	-0.2	·	6.1	-12	-2.9
Cc1ccc(CN2CCN(CC(=O)NCc3ccc(Cl)cc3)C2=O)cc1	0.2	0	11	3.6	i	·	-1.1	15	-1.3
COc1cc(NC(=O)Cc2ccccc2)c(C(=O)O)cc1OC	·	-1	0	1.3	-0.4	7.4	-1.7	4	-3.2
O=C(NN=C1c2ccccc2-c2ccccc21)c1ccccc1	0.6	0	19	-1.8	-0.8	2.1	1.5	13	-1.9
CC12COC3(P(=O)(c4ccccc4)c4ccccc4)CC1CCC23CP(=O)(c1ccccc1)c1ccccc1 (stereo unspecified)	·	-1	1	1.8	i	2.1	1.3	34	-0.9
Cn1c(=O)c2c(SCC(=O)N3CCCc4ccccc43)nc(CC(C)(C)C)nc2n(C)c1=O	-0.9	-6	-1	0.6	-1.6	·	-1.1	-4	-9.0
COc1ccc(C(=O)NCC(=O)OCC(=O)N2CCN(S(=O)(=O)c3ccccc3)CC2)cc1	·	1	12	-0.8	-0.3	·	-1.0	3	-2.5
CC(C)C[C@H](NC(=O)OC(C)(C)C)c1n[nH]c(=S)n1N	·	2	-6	5.5	-0.3	·	-0.8	3	-3.6
O=C(CCC(=O)Nc1ccccc1)N/N=C/c1cccnc1	2.4	3	2	1.7	0.1	0.4	0.4	-3	0.5
O=C(O)C(NC(=O)c1ccccc1)=C(Cl)Cl	1.4	2	-4	-0.1	i	·	0.1	-9	-2.6
Cc1ccc(C)c(/C(O)=C2\C(=O)C(=O)N(CCCn3ccnc3)C2c2cccnc2)c1 (stereo unspecified)	-2.6	6	18	-1.4	-0.7	·	0.3	-6	0.8
CN(CC(=O)NCCN1CCOCC1)S(=O)(=O)c1ccc(Cl)cc1	0.0	2	11	-0.2	37*	3.1	-1.5	-4	-0.8
CCOc1ccc(-c2ncncc2-c2ccc(OC)c(OC)c2)c(O)c1	1.6	1	4	1.3	0.6	1.6	-0.4	-5	-3.6
CN(C(=O)COC(=O)Cn1c(C(F)(F)F)nc2ccccc21)c1c(N)n(Cc2ccccc2)c(=O)[nH]c1=O	-1.1	3	5	-0.5	i	1.3	-0.2	2	-2.0
CCCSC1=C(C#N)C(c2ccc(OC)cc2)C2=C(CC(C)(C)CC2=O)N1 (stereo unspecified)	0.2	4	16	-1.2	-4.8	·	-1.0	6	1.0
CC(=O)c1cccc(NC(=O)C2CCN(S(=O)(=O)c3cccs3)CC2)c1	8.5	-3	0	-1.1	-1.6	·	0.3	-7	0.5
Cc1ccc(NC(=O)CN(C)C(=O)C(C)N2CCN(Cc3ccccc3C)CC2)cc1 (stereo unspecified)	0.5	0	0	-6.4	-0.6	0.7	-0.2	4	-3.3
CCOc1cc(CN2CCSCC2)ccc1O	-1.1	1	12	1.8	i	·	-0.1	7	-1.8
O=C(O)c1cc(NCc2ccccc2)ccc1N1CCOCC1	0.5	4	-2	-0.4	·	·	0.3	5	-2.8
Cc1cccc(C)c1NC(=O)C(c1ccccc1)N1CCC2(CC1)OCCO2 (stereo unspecified)	-3.8	1	7	-0.4	0.4	1.8	0.0	-4	0.3
Cc1ccc(NC(=O)CN2C(=O)NC(C)(CCc3ccccc3)C2=O)cc1 (stereo unspecified)	·	-4	7	1.2	-0.1	0.1	1.8	-6	-2.3
Cc1ccc(NC(=O)NC(=O)COC(=O)c2ccc(O)cc2O)c(C)c1	0.6	-2	10	·	-0.7	-1.6	·	-13	-0.5
CC(=O)Nc1ccc(S(=O)(=O)N2CCN(c3nc(C)cc(C)n3)CC2)cc1	-1.0	-1	-6	1.4	-0.6	0.9	-0.3	5	-3.3
CC(C)(CNC(=O)CNC(=O)C1CCCCC1)N1CCOCC1	-0.5	2	0	4.5	i	0.8	0.3	-1	·
CCN1C(=O)/C(=C2\C=Cc3ccccc3N2CC)OC1=S	·	-7	-3	1.6	-1.7	0.4	-0.6	0	-2.9
O=C(N/N=C/c1ccco1)c1ccc2nc[nH]c2c1	3.2	0	14	0.1	-0.8	-1.8	0.1	0	-4.0
CCOc1ccc(CCNS(=O)(=O)c2cccc3nsnc23)cc1OCC	-3.5	-3	5	0.0	i	·	-0.6	-4	-0.3
Oc1cccc(C(Nc2nccs2)c2ccc3cccnc3c2O)c1 (stereo unspecified)	·	3	17	1.0	-0.4	1.2	215*	5	-1.3
O=C(CN1CCN(Cc2ccc(Cl)cc2)C1=O)N1CCC2(CC1)OCCO2	-0.2	0	4	0.3	i	·	0.5	0	-2.3

The closing 3 compounds of the section before are carried over, then new ones follow:
SMILES	Mtb BioA inh	Mtb FBA inh	GDH-TPI counter	UGM FP inh	Vc quorum ag	TcdB inh	PfHsp40 rescue	Yp Topo-I inh	FadD28 binding
CCOc1ccc(CCNS(=O)(=O)c2cccc3nsnc23)cc1OCC	-3.5	-3	5	0.0	i	·	-0.6	-4	-0.3
Oc1cccc(C(Nc2nccs2)c2ccc3cccnc3c2O)c1 (stereo unspecified)	·	3	17	1.0	-0.4	1.2	215*	5	-1.3
O=C(CN1CCN(Cc2ccc(Cl)cc2)C1=O)N1CCC2(CC1)OCCO2	-0.2	0	4	0.3	i	·	0.5	0	-2.3
CCOc1ccc(NC(=O)CN(C)C(=O)c2nc3nc(C)cc(C)n3n2)cc1OCC	0.7	0	2	3.8	i	2.1	1.2	-3	0.1
O=C(NC12CC3CC(CC(C3)C1)C2)c1ccc(S(=O)(=O)N2CCOCC2)cc1	-1.7	-1	1	-0.9	-0.5	·	0.8	21	-3.8
c1ccc(CC2CCN(c3nnnn3-c3ccccc3)CC2)cc1	0.9	0	4	-1.4	1.6	·	10	40	-2.0
CO[C@H](C(=O)N(C)C[C@@H]1OCc2ccccc2-c2c(n(C)c3ccccc23)C(=O)N([C@H](C)CO)C[C@@H]1C)c1ccccc1	-1.2	-2	-2	·	-0.4	-1.7	·	11	-0.8
Cc1ccc(S(=O)(=O)N2[C@@H](c3ccccc3)C(C(=O)O)=CC[C@H]2c2ccc3c(c2)OCO3)cc1	-0.5	1	6	3.4	-0.4	-0.5	1.2	-2	-0.9
CCOc1ccccc1CNC(=O)Cn1c(=O)oc2ccccc21	0.2	-1	-8	1.2	-0.1	-1.7	-1.8	0	-3.8
Cc1ccc(Nc2ncc3c(=O)[nH][nH]c(=O)c3n2)cc1	-1.9	4	20	·	1.0	1.0	0.0	8	-2.4

Record cards (already shown). Values in the order: Mtb BioA inh | Mtb FBA inh | GDH-TPI counter | UGM FP inh | Vc quorum ag | TcdB inh | PfHsp40 rescue | Yp Topo-I inh | FadD28 binding
c1ccc(CC2CCN(c3nnnn3-c3ccccc3)CC2)cc1 in the list: 0.9 | 0 | 4 | -1.4 | 1.6 | · | 10 | 40 | -2.0
Cc1ccc(Nc2ncc3c(=O)[nH][nH]c(=O)c3n2)cc1 in the list: -1.9 | 4 | 20 | · | 1.0 | 1.0 | 0.0 | 8 | -2.4
